XIAP antagonists = small molecules displacing peptide from XIAP – biochemical, IAP family, fluorescence polarization (AID 1018); XIAP BIR domain, fluorescence polarization peptide displacement; higher % means a stronger effect; displacement, % at 20 µM; hits with a dose series show IC50 in µM; hit rate 0.007% among 200,000; in the data active = displacement above about 50%; also: a part of the inactive calls stands beside numbers as strong as those of hits
Hep lipid drop = modulators of hepatic lipid droplet formation; AML12 mouse hepatocytes, oleate lipid droplets, BODIPY imaging; inhibition, % at 6.5 µM; hit rate 0.4% among 240,000; AID 1656;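 active = lipid droplet intensity inhibited by at least 50%, with more than 500 cells counted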
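Test system: AML12 hepatocytes (mouse); reagent: oleate loading, 100 µM; dosing: one dose, 6.5 µM compound; incubation: overnight exposure; signal: fluorescence imaging, 20x objective, two fields per well; read-out basis: % inhibition of corrected integrated BODIPY droplet signal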
TNAP activation fold = stimulation of alkaline phosphatase TNAP activity – biochemical, luminescent, no phosphate acceptor, uHTS, primary screen (AID 1001); purified TNAP, luminescent activation assay, no phosphate acceptor; higher activation fold means a stronger effect; activation fold at 20 µM, or EC50 in µM where a hit was titrated; hit rate 0.03% among 200,000; in the data active = activation fold from about 3, or a potency from the dose series; inactive = the rest, 99 in 100 with activation fold below about 1.6; also: many of its hits are not listed in these tables
human PMI inhibition = inhibitors of human PMI, primary screen, biochemical, fluorescence intensity, coupled assay (AID 1209). purified PMI enzyme, coupled fluorescence intensity; higher % means a stronger effect. inhibition, % at 20 µM, or IC50 in µM where a hit was titrated. hit rate 0.42% among 190,000;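 also: plate controls were DMSO vehicle for no effect and wells lacking substrate for full effect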
K1F lysis inhibition = protection from phage-mediated lysis, alamar blue read-out – E. coli UTI89, K1F phage, bacterial capsule biogenesis inhibitors (AID 488966); E. coli UTI89 K1F phage lysis, alamar blue, 2 h; higher % means a stronger effect; hit rate 0.02% among 340,000; inhibition, % at 100 µM, or IC50 in µM where a hit was titrated;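 active = phage lysis inhibition, versus mean bacterial control, above a set limit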;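 also: capsule biogenesis inhibitors block K1F phage lysis so surviving cells raise fluorescence; higher fluorescence means more inhibition of phage lysis; actives were called in the ten point dose series up to 300 µM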
SIAH1 antagonists = Siah-1 peptide-binding antagonists, primary screen, biochemical, fluorescence polarization, rhodamine-plectin, uHTS (AID 1817). Siah-1 / rhodamine-plectin peptide fluorescence polarization; higher % means a stronger effect. one-dose displacement, % at 20 µM; IC50 in µM for titrated hits. hit rate 0.02% among 290,000;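 active = displacement of at least 50% at 20 µM, with a fluorescence ratio check between 0.3 and a set limit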;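 also: plate controls were Siah plus tracer with DMSO for no effect and tracer alone without Siah for full effect; strong numbers were not always called active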
PMI inhibition = human PMI inhibitors, high substrate, primary screen, biochemical, fluorescence intensity, high mannose 6-phosphate (AID 1220). recombinant PMI enzyme, coupled fluorescence intensity; higher % means a stronger effect. inhibition, % at 20 µM, or IC50 in µM where a hit was titrated. hit rate 0.66% among 190,000
M17LAP inhibition = P. falciparum M17LAP inhibitors, primary screen, biochemical, fluorogenic H-Leu-NHMec substrate, 1536-well (AID 1619); recombinant M17LAP, H-Leu-NHMec fluorogenic kinetic assay; higher % means a stronger effect; hit rate 0.38% among 220,000; inhibition, % at 30 µM, or IC50 in µM where a hit was titrated;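 active = compound inhibiting the enzyme by more than half at any dose during confirmatory dose-response retesting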;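 also: plate controls were full reaction with DMSO carrier for no effect and no enzyme background for full effect; strong numbers were not always called active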
P. falciparum M1AAP = malaria alanyl aminopeptidase activity blockers – biochemical, fluorogenic H-Leu-NHMec substrate, 1536-well (AID 1445); hit rate 0.42% among 220,000; recombinant M1AAP, H-Leu-NHMec fluorogenic kinetic assay; higher % means a stronger effect; inhibition, % at 30 µM, or IC50 in µM where a hit was titrated;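 active = primary inhibition above the hit cutoff, then over 50% inhibition at one or more dose response concentrations, cut at about 23% in these data, passing the limit was not always enough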;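 also: plate controls were DMSO full reaction for no effect and no enzyme background for full effect; strong numbers were not always called active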
Hep lipid drop cells 6.5 µM = further read-out of Hep lipid drop, marked with its call; cell count; measured here: cell count, cytotoxicity flag;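 cells counted across two imaged fields per well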
Active calls of the source: *; · = not tested or not shown; & = joins results of further samples; [ ] = remark or other dose. Rule as the data show it, unless noted: active = inhibition above about 50%; inactive = the rest.

SMILES	XIAP antagonists	Hep lipid drop	Hep lipid drop cells 6.5 µM	TNAP activation fold	human PMI inhibition	K1F lysis inhibition	SIAH1 antagonists	PMI inhibition	M17LAP inhibition	P. falciparum M1AAP
COc1ccc(C2=C(C=Nc3c(C)n(C)n(-c4ccccc4)c3=O)C(c3ccccc3C)c3ccccc3O2)cc1OC (stereo not given)	-19%	8	774	1	16%	0.1%	3%	11%	-4%	8%
COc1ccc(S(=O)(=O)NCCSCc2cccs2)cc1	-1.2%	0	748	1	7%	-0.9%	-1%	5%	3%	0%
C=CCNC(=O)NC(=O)COC(=O)c1ccccc1Sc1ccc(C(F)(F)F)cc1[N+](=O)[O-]	-4.5%	4	739	1	-12%	1.5%	2%	-4%	0%	5%
COc1ccc2nc(Nc3ccccc3OC)sc2c1	1.1%	5	655	1	21%	0.2%	-1%	4%	-3%	13%
COC(=O)c1sc2ccccc2c1-n1cccc1C(=O)C(=O)Nc1ccc(Cl)cc1	-3.4%	·	·	1	11%	0.5%	2%	2%	8%	6%
O=C(CN1C(=O)C2CC=CCC2C1=O)NCc1ccc2c(c1)OCO2 (stereo not given)	-5.1%	·	·	1.1	-4%	0.6%	-3%	-11%	14%	8%
Cc1noc(/C=C/N(C)C)c1S(=O)(=O)N1CCCC(C(=O)NC(C)c2ccccc2)C1 (stereo not given)	-4.8%	·	·	1	7%	2.1%	-8%	6%	21%	15%
O=c1[nH]c2ccccc2c(O)c1Cc1ccccc1	-1.9%	-7	710	1.1	·	0.5%	4%	·	-14%	-11%
Nc1ccc(Nc2nc(-c3cccs3)cs2)cc1	0.7%	3	715	1	·	0.3%	-2%	·	10%	7%
Cc1ccc(-c2ccc(=O)n(CC(=O)N3CCN(c4cccc(C)c4)C(C)C3)n2)cc1 (stereo not given)	-4.0%	·	·	1	8%	1.0%	4%	5%	-2%	-2%
CCn1c(-c2nn(C)c(C)c2Cl)n[nH]c1=S	-2.0%	4	743	0.9	1%	0.5%	18%	7%	-2%	6%
COc1ccc(-n2nnnc2SCC(N)=O)cc1	-0.1%	1	747	1.2	0%	0.0%	1%	-3%	-5%	-1%
Nc1c(C(=O)Nc2ccccc2F)sc2nc(-c3ccco3)ccc12	3.0%	·	·	1	22%	-2.5%	26%	60%*	-19%	10%
CC(=O)Nc1ccccc1NC(=O)C/C(C)=N/NC(=O)c1ccncc1	-1.8%	-6	696	1.1	-16%	1.4%	-4%	-6%	8%	2%
O=C(CSc1ncnc2c1oc1ccccc12)NCc1ccco1	-0.7%	·	·	1.1	-4%	0.2%	-2%	-7%	17%	14%
Cc1ncc([N+](=O)[O-])n1CCO	3.0%&-0.3%	9&-3	743&706	1.1&1.1	2%&7%	5.5%	-5%&6%	6%&11%	11%&-1%	-3%&4%
Cc1ccnc(SCC(=O)n2c3c(c4ccccc42)CC(C)CC3)n1 (stereo not given)	-5.1%	·	·	1	16%	3.6%	2%	18%	7%	3%
Cc1ccc2[nH]c(=O)c(CN(CCc3ccccc3)C(c3nnnn3Cc3ccco3)C(C)C)cc2c1 (stereo not given)	·	-19	688	·	·	0.2%	20%	·	18%	17%
CCn1nc(C(=O)OCC(=O)N2CC(=O)Nc3ccccc32)c2ccccc2c1=O	-4.4%	5	726	1	-16%	2.7%	-5%	-9%	-2%	-4%
CN=c1scc(C)n1/N=C/c1cc(Br)c(O)c(Br)c1	-12%	4	621	1.1	-8%	0.0%	-3%	6%	7%	12%
S=C(c1ccc(-c2ccc(Br)cc2)o1)N1CCCCC1	1.4%	26	753	1	·	0.0%	0%	·	11%	7%
Nc1nonc1-n1nnc(C(=O)N/N=C/c2ccc(O)cc2)c1COc1ccc(F)cc1	·	-12	712	·	·	0.3%	-2%	·	10%	8%
O=C(COC(=O)CCC1CCCC1)Nc1ccccc1Sc1ccccc1	-5.5%	2	618	1	1%	0.1%	7%	16%	4%	2%
CCOC(=O)N1CCN(C2CC(=O)N(c3ccc(F)cc3)C2=O)CC1 (stereo not given)	1.3%	·	·	1.1	-1%	0.3%[50 µM]	-1%	-2%	-17%	0%
COC(=O)C1=C(C)Nc2ncnn2C1c1cccnc1 (stereo not given)	-3.6%	·	·	1.1	-2%	0.4%	-4%	-3%	10%	0%
CCC(=O)N1CCN(c2ccc(NC(=O)c3ccc([N+](=O)[O-])o3)cc2Cl)CC1	-8.1%	13	685	1	-6%	-0.3%	-7%	4%	4%	4%
O=c1c2ccccc2c(C=Nc2ccc(Cl)cn2)c(O)n1-c1cc(Cl)ccc1N1CCOCC1	1.0%	·	·	1.1	-5%	0.3%	-1%	3%	2%	2%
Cc1ccc(C2(C)NC(=O)N(CC(=O)Nc3cc(C)on3)C2=O)cc1 (stereo not given)	-10%	·	·	1.1	10%	-1.6%	-1%	1%	2%	1%
CCC(=O)Nc1cc(C(=O)NCC2CCCN2CC)c(OC)cc1N(C)C (stereo not given)	-4.0%	17	659	1.1	7%	-2.0%	5%	5%	10%	14%
O=C(CSc1nnc(Cc2ccccc2)o1)c1cc(F)ccc1F	-10%	-11	674	1.1	2%	-0.7%	-1%	8%	5%	8%

Shown with bars between the fields: entries from further up
compound | XIAP antagonists | Hep lipid drop | Hep lipid drop cells 6.5 µM | TNAP activation fold | human PMI inhibition | K1F lysis inhibition | SIAH1 antagonists | PMI inhibition | M17LAP inhibition | P. falciparum M1AAP
CCn1nc(C(=O)OCC(=O)N2CC(=O)Nc3ccccc32)c2ccccc2c1=O | -4.4% | 5 | 726 | 1 | -16% | 2.7% | -5% | -9% | -2% | -4%
CN=c1scc(C)n1/N=C/c1cc(Br)c(O)c(Br)c1 | -12% | 4 | 621 | 1.1 | -8% | 0.0% | -3% | 6% | 7% | 12%
S=C(c1ccc(-c2ccc(Br)cc2)o1)N1CCCCC1 | 1.4% | 26 | 753 | 1 | · | 0.0% | 0% | · | 11% | 7%
Nc1nonc1-n1nnc(C(=O)N/N=C/c2ccc(O)cc2)c1COc1ccc(F)cc1 | · | -12 | 712 | · | · | 0.3% | -2% | · | 10% | 8%
O=C(COC(=O)CCC1CCCC1)Nc1ccccc1Sc1ccccc1 | -5.5% | 2 | 618 | 1 | 1% | 0.1% | 7% | 16% | 4% | 2%
CCOC(=O)N1CCN(C2CC(=O)N(c3ccc(F)cc3)C2=O)CC1 (stereo not given) | 1.3% | · | · | 1.1 | -1% | 0.3%[50 µM] | -1% | -2% | -17% | 0%
COC(=O)C1=C(C)Nc2ncnn2C1c1cccnc1 (stereo not given) | -3.6% | · | · | 1.1 | -2% | 0.4% | -4% | -3% | 10% | 0%
CCC(=O)N1CCN(c2ccc(NC(=O)c3ccc([N+](=O)[O-])o3)cc2Cl)CC1 | -8.1% | 13 | 685 | 1 | -6% | -0.3% | -7% | 4% | 4% | 4%
O=c1c2ccccc2c(C=Nc2ccc(Cl)cn2)c(O)n1-c1cc(Cl)ccc1N1CCOCC1 | 1.0% | · | · | 1.1 | -5% | 0.3% | -1% | 3% | 2% | 2%
Cc1ccc(C2(C)NC(=O)N(CC(=O)Nc3cc(C)on3)C2=O)cc1 (stereo not given) | -10% | · | · | 1.1 | 10% | -1.6% | -1% | 1% | 2% | 1%
CCC(=O)Nc1cc(C(=O)NCC2CCCN2CC)c(OC)cc1N(C)C (stereo not given) | -4.0% | 17 | 659 | 1.1 | 7% | -2.0% | 5% | 5% | 10% | 14%

Further results
SMILES	XIAP antagonists	Hep lipid drop	Hep lipid drop cells 6.5 µM	TNAP activation fold	human PMI inhibition	K1F lysis inhibition	SIAH1 antagonists	PMI inhibition	M17LAP inhibition	P. falciparum M1AAP
Cc1ccc(N2C(=O)c3ccccc3C2C(=O)c2cc(C)ccc2O)cc1 (stereo not given)	-15%	17	690	0.9	25%	0.2%	-2%	16%	-6%	10%
O=C(N=C1SCC(=O)N1c1ccccc1Cl)c1ccccc1	-7.0%	7	681	1.1	3%	-0.1%	1%	-3%	-3%	3%
C/C(=N\Nc1nnc2c3ccccc3n(C)c2n1)c1ccc(C)o1	-5.9%	23	674	0.9	0%	1.5%	-8%	-1%	1%	12%
COc1ccc(C(=O)NC(=S)NNC(=O)c2ccc(NC(C)=O)cc2)cc1Br	-5.7%	5	762	2.1	1%	-0.8%	2%	-14%	21%	-4%
COCCN=c1scc(-c2ccco2)n1/N=C/c1ccc(O)c(O)c1O	-6.9%	14	664	0.8	70%*	5.8%	12%	32µM*	7%	15%
COCc1[nH][nH]c(=O)c1C=Nc1ccc(C(F)(F)F)cc1	-0.2%	-3	710	1.8	-10%	1.2%	-1%	-3%	2%	7%
CCc1ccc2nc(Nc3ccc(OC)cc3OC)c(C#N)cc2c1	-3.5%	-7	706	1.1	12%	·	4%	14%	10%	2%
COc1ccc(C2/C(=C(\O)c3ccc4c(c3)OCCO4)C(=O)C(=O)N2Cc2ccco2)c(OC)c1 (stereo not given)	-11%	-2	775	1	1%	-0.1%	-3%	17%	37%	4%
CC(c1ccccc1)N1C(=O)C2C3C=CC(C4CC34)C2C1=O (stereo not given)	-2.2%	30	689	1	·	0.0%	0%	·	7%	-3%
N#CC1=C(N)NC(=S)C(C(N)=O)C1c1ccc([N+](=O)[O-])cc1 (stereo not given)	-1.4%	0	655	1.1	10%	3.1%	-2%	22%	1%	4%
CCCCN(C(=O)CSc1nnc(-c2ccc(OC)cc2)n1CC)c1c(N)n(Cc2ccccc2)c(=O)[nH]c1=O	-1.9%	-8	629	1.2	7%	0.2%	4%	-5%	-6%	1%
CC(C)C(NC(=O)CNC(=O)OC(C)(C)C)C(=O)NCc1ccccc1 (stereo not given)	-3.5%	·	·	1.1	6%	0.1%	8%	6%	16%	1%
O=C(Nc1ccc(F)cc1)C(NC1CCCCC1)c1ccccc1 (stereo not given)	-6.0%	-37	712	1.1	-9%	0.5%	-2%	-2%	0%	6%
CCNC(=S)N(Cc1ccco1)Cc1cc2cc3c(cc2[nH]c1=O)OCCO3	-7.6%	2	681	1.1	18%	-4.2%	0%	5%	-13%	5%
CC1(C)CC(NC(=O)N2c3ccccc3Sc3ccccc32)CC(C)(C)N1	·	-8	731	·	·	-0.3%	3%	·	-6%	0%
Cc1ccc(-c2nc3ccccc3s2)cc1NC(=S)NC(=O)c1ccccc1	-9.2%	·	·	1	14%	1.1%	3%	14%	-4%	4%
